IDH1 R132H inh – blocks human mutant IDH1 R132H enzyme; O75874; IDH1-R132H enzyme, NADPH consumption, diaphorase/resazurin fluorescence; Potency, µM (doses to about 76.6 µM), inactives show at the highest dose activity change, negative = inhibition, hits mostly inhibitors; actives 0.093% (n = 390,000); note: potency is the fitted concentration of half-maximal effect; % is set by controls: 0 for no effect and ±100 for the full control effect; nearly all actives have a fitted effect of over 65% in size
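IDH1-R132H (0.5 ug/mL dispensed) in pH 7.5 Tris buffer was preincubated 30 min with compound, then given a substrate mix of 0.016 mM NADPH and 2 mM alpha-KG for 80 min at room temperature; remaining NADPH was read by diaphorase/resazurin fluorescence.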
Pin1 inhibitor – inhibitors of human Pin1 | actives 0.009% (n = 390,000) | Pin1 FP peptide displacement, HiFluor488, 10 min | Q13526 | Potency, µM (highest dose often 115 µM), without a hit: top-dose activity, negative = inhibition, usual class: inhibitors; active = well fitted inhibition curve with a large enough effect in the polarisation, with a control signal flat, not every such curve was filed as active; inconclusive = small, poorly fitted or top-dose-only effect, or effect the other way, or a change in a side signal; inactive = no such curve, though single readings can be large or run the other way; the % refers to the polarisation; note: potency is the fitted concentration of half-maximal effect; % is set by controls: 0 for no effect and ±100 for the full control effect
TrxR1 substrate – is turned over as a substrate by rat TrxR1 | purified TrxR1 substrate turnover, NADPH consumption readout | Potency, µM (titrated, usually from 114 µM), for the others: at the top dose activity change, negative = substrate turnover | actives 0.01% (n = 390,000); note: potency is the fitted concentration of half-maximal effect; % is set by controls: 0 for no effect and ±100 for the full control effect; nearly all actives have a fitted effect of over 50% in size
Target sequence (O89049 whole entry, looked up): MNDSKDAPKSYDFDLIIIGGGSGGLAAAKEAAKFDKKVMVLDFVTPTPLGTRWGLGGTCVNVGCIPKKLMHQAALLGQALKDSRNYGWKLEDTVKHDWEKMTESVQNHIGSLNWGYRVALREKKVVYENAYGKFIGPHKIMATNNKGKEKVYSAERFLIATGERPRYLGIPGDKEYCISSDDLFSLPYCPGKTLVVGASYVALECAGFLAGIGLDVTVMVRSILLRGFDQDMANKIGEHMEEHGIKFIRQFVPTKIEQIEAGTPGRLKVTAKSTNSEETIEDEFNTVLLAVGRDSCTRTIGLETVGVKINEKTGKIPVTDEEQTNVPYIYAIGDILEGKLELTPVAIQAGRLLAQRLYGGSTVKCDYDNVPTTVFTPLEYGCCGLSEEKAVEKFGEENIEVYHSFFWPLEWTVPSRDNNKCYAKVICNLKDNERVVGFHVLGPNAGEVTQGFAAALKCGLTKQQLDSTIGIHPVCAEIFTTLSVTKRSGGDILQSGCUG
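Rat TrxR1, dispensed at 90 nM, was prereduced with 400 uM NADPH (final) for 5 min at ~22 deg C, then incubated with compound 15 min before 400 uM selenite. A first-read NADPH fluorescence drop versus no-compound background flagged substrates.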
USP1 inh – USP1/UAF1 (human) deubiquitinase inhibition; recombinant USP1/UAF1, Ub-Rhodamine cleavage fluorescence; actives 0.23% (n = 390,000); Potency, µM (series often up to 57.1 µM), inactives show top-dose activity change, negative = inhibition, actives largely listed as inhibitors; note: potency is the fitted concentration of half-maximal effect; % is set by controls: 0 for no effect and ±100 for the full control effect; nearly all actives have a fitted effect of over 60% in size; inactives centre near -12
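USP1/UAF1 complex at 1 nM was preincubated with compound for 15 min at room temperature, then Ub-Rho substrate (150nM final) was added. Fluorescence (480/540 nm) was read kinetically, 6 reads every 60 seconds.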
TrxR1 inh – rat TrxR1 inhibition | O89049 | recombinant rTrxR1, NADPH fluorescence consumption, selenite substrate | Potency, µM (highest dose often 114 µM), inactives show at the top dose activity change, negative = inhibition, actives largely listed as inhibitors | actives 1% (n = 390,000) | AID 588453; note: potency is the fitted concentration of half-maximal effect; % is set by controls: 0 for no effect and ±100 for the full control effect; nearly all actives have a fitted effect of over 65% in size
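Rat TrxR1 (90 nM in the dispensed reagent) was pre-reduced with 400 uM NADPH for 5 min at room temperature, then incubated with compound for 15 min. After 400 uM selenite was added, NADPH fluorescence (Ex 340/Em 450 nm) was followed for 8 min.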
PI4K2A inh – blocks human PI4K2A kinase activity | purified PI4K2A, ADP-Glo luminescence, 1 h; active compounds read low | activity change, negative = inhibition, % at 76.9 µM | actives 0.13% (n = 420,000) | Q9BTU6; in the data active = activity change below about -50%; inconclusive = mostly about -30% to -49%;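 note: -100% = wells without enzyme as full effect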
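PI4K2A activity was measured by ADP-Glo luminescence: enzyme (4 ug/mL stock) and phosphatidylinositol (1.2 mM stock) in Tris pH 7.5/MgCl2/EGTA/Triton X-100 buffer were reacted with ATP (300 microM stock) for one hour at ambient temperature.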
Tb PGK inh – blocks T. brucei phosphoglycerate kinase | P07378 | PGK/GAPDH coupled, Kinase-Glo luminescence, 60 min | Potency, µM (doses to about 57.5 µM), for the others: top-dose activity change, negative = inhibition, hits mostly inhibitors | actives 0.043% (n = 380,000); note: potency is the fitted concentration of half-maximal effect; % is set by controls: 0 for no effect and ±100 for the full control effect; nearly all actives have a fitted effect of over 60% in size
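Recombinant glycosomal PGK reaction used 1,3-bisphosphoglycerate generated in-well by GAPDH (100nM final) in 100mM TEA pH 7.6, 5mM MgCl2, 0.01% Tween-20. After 60 minutes at room temperature, ATP was read by Kinase-Glo Plus luminescence end-point.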
GLS inh – blocks human kidney-isoform glutaminase activity; O94925; Potency, µM (series often up to 45.5 µM), for inactives: at the highest dose activity change, negative = inhibition, hits mostly inhibitors; actives 0.21% (n = 410,000); AID 624170; GLS enzymatic activity, qHTS titration; note: potency is the fitted concentration of half-maximal effect; % is set by controls: 0 for no effect and ±100 for the full control effect
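Coupled fluorescence readout: glutamate oxidase/HRP/Amplex Red detect glutamate formed by hKGA from L-glutamine (1 mM solution added). Buffer 45 mM KH2PO4 pH 8.2, 0.02% Tween-20; reads at t0 and 30 min RT.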
HP1b chromo inh – inhibitors of HP1-beta chromodomain binding to methylated histone tails | P83916 | AlphaScreen HP1-beta / biotin-H3K9me3 peptide binding | Potency, µM (series often up to 114 µM), for inactives: at the highest dose activity change, negative = inhibition, actives largely listed as inhibitors | actives 0.56% (n = 390,000); note: potency is the fitted concentration of half-maximal effect; nearly all actives have a fitted effect of over 70% in size; inactives centre near 23
Target sequence (P83916 whole entry, looked up): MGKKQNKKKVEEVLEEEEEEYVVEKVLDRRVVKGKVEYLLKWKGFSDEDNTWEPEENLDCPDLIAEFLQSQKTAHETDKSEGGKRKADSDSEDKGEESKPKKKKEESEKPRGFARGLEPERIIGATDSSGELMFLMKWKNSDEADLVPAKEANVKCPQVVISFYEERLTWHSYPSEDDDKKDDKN
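HP1-beta protein (50 nM final) preincubated 30 min at room temperature with biotinylated H3(1-18)K9me3 peptide (50 nM) in PBS pH 7.4, 0.01% Tween-20, then compound added for 30 min. AlphaScreen streptavidin donor/nickel chelate acceptor beads (10 ug/mL final), 30 min dark, luminescence read.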
* marks the source's active call; other numbers are inactive results; i = inactive; ? = inconclusive; / = not tested or not shown; [ ] = another dose, or the depositor's remark. Unless noted, calls come from the whole dose curve; as a rule, active = well fitted curve in the direction sought with a large enough effect; inconclusive = small, poorly fitted or top-dose-only effect, or another doubt; inactive = no such curve, though single readings can be large; an effect the other way counts as inactive or inconclusive. This is a subset. The share of hits here may be higher or lower than overall.

SMILES	IDH1 R132H inh	Pin1 inhibitor	TrxR1 substrate	USP1 inh	TrxR1 inh	PI4K2A inh	Tb PGK inh	GLS inh	HP1b chromo inh
COc1ccc(C(=O)Oc2ccc(C3NC(=O)c4c(sc5c4CCN(C)C5)N3)cc2OC)cc1 (centres undefined)	0.7%	?	16.7%	?	-11.7%	?	-5.1%	-7.6%	?
O=C(NCCc1csc(-c2ccc(C(F)(F)F)cc2)n1)C(=O)Nc1ccc(F)c(Cl)c1	2.3%	-8.8%	2.4%[57.1 µM]	-23.8%	24.6%[57.1 µM]	-3.0	-9.2%	-4.7%	19.7%[57 µM]
Cc1c(NC(=O)COC(=O)C2(c3ccccc3F)CCCC2)c(=O)n(-c2ccccc2)n1C	-5.3%	-6.4%	0.0%	-9.4%	1.7%	-1.2	3.1%	9.9%	39.1%[activator]
Cc1cccc(/C=N/NC(=O)c2cccc([N+](=O)[O-])c2)n1	-10.1%	1.3%	0.1%[57.1 µM]	-12.0%	9.8%[57.1 µM]	3.3	-3.8%	-4.4%	43.0%[activator]
COc1ccc(C(=O)CSc2nc3cccnc3n2C)cc1	2.3%	14.1%	-10.1%	-3.0%	2.8%[57.1 µM]	2.0	-4.4%	1.3%	5.6%
Cc1ccccc1C(O)c1ccccn1 (centres undefined)	8.6%	1.4%	6.9%	-14.8%	10.8%	-0.1	-5.1%	-1.0%	11.6%
CN(C)c1ccc(CNC(=O)c2cc(S(=O)(=O)N3CCOCC3)cn2C)cc1	-0.9%	3.9%	3.1%[57.1 µM]	-12.2%	5.9%[57.1 µM]	0.0	0.3%	-2.4%	8.7%
CCOc1ccccc1NC(=O)c1oc2ccccc2c1NC(=O)C1CCCO1 (centres undefined)	-0.5%	-0.1%	38.8%	-4.0%	28.2%[57.1 µM]	-2.1	-4.0%	-6.2%	35.3%[activator]
Cc1nn(C)c(C)c1S(=O)(=O)N1CCC(C(=O)NC2CCCc3ccccc32)CC1 (centres undefined)	5.0%	4.6%	4.8%	?	10.5%	0.1	-4.4%	2.7%	19.0%
COc1ccccc1C(=O)NC(=O)COC(=O)CCNS(=O)(=O)c1ccccc1	2.8%	-1.0%	4.7%[11.4 µM]	-8.7%	0.4%[11.4 µM]	2.9	-6.8%	-3.1%	24.5%
COc1cccc(-c2nnn(CC(=O)N3CCCCC3)n2)c1	-6.5%	1.5%	-7.2%	-14.1%	13.2%	-3.7	-1.4%	?	29.9%
CCS(=O)(=O)N1CCC2(CC1)OC(=O)C(C)=C2C(=O)NCc1ccccc1C	14.4%	-6.7%	5.7%[57.1 µM]	-4.6%	18.6%[57.1 µM]	-1.6	-7.8%	5.9%	13.2%
Nc1cc(Cc2ccccc2)ccc1O	8.4%	4.8%	10.2%[57.1 µM]	-0.4%	12.4%[11.4 µM]	-1.0	-6.0%	?	44.7µM*
CC(=O)N/C(=C\c1ccccc1)C(=O)OCC(=O)NC(=O)c1ccccc1	-0.6%	-8.1%	-2.1%	-2.1%	6.8%	2.0	-0.2%	3.6%	-1.2%
Cc1nc2ncccn2c1-c1csc(Nc2ccc(O)cc2)n1	9.9%	-2.5%	-2.1%	-25.5%	6.8%	-1.4	i	-29.4%	20.2%
O=S(=O)(/N=C(\[O-])C[n+]1ccccc1)c1ccc(Cl)cc1	6.1%	-15.1%	0.0%	-2.2%	19.1%	-4.2	-4.8%	0.0%	-7.6%
CCCC(O)(CCC)C(=O)NN1CCCCC1	7.2%	6.8%	2.4%	-9.6%	7.0%	1.7	-4.0%	15.1%	-8.6%
CN(C)S(=O)(=O)c1ccc2c(c1)c(=O)c(C(=O)N1CCN(c3ccccn3)CC1)cn2C	8.3%	-1.3%	-9.2%	-10.9%	1.2%[57.1 µM]	7.2	i	-10.8%	46.8%[activator]
COC(=O)Nc1nc(C)c(C(=O)N(C)C)s1	1.4%	-1.9%	1.0%	-12.0%	0.4%	-3.8	0.3%	1.2%	52.0%[activator]
CCCCNC(=O)O/N=C(\N)CS(=O)(=O)C(C)(C)C	-1.6%	-1.9%	-4.3%	3.3%	-5.3%[57.1 µM]	-3.1	0.4%	3.1%	15.4%
NC(=O)N1CCN(CCCN2c3ccccc3Sc3cc(Cl)ccc32)CC1	9.0%	/	/	?	/	6.5	-3.3%	0.5%	/

A different layout for some results above:
compound | IDH1 R132H inh | Pin1 inhibitor | TrxR1 substrate | USP1 inh | TrxR1 inh | PI4K2A inh | Tb PGK inh | GLS inh | HP1b chromo inh
CN(C)c1ccc(CNC(=O)c2cc(S(=O)(=O)N3CCOCC3)cn2C)cc1 | -0.9% | 3.9% | 3.1%[57.1 µM] | -12.2% | 5.9%[57.1 µM] | 0.0 | 0.3% | -2.4% | 8.7%
CCOc1ccccc1NC(=O)c1oc2ccccc2c1NC(=O)C1CCCO1 (centres undefined) | -0.5% | -0.1% | 38.8% | -4.0% | 28.2%[57.1 µM] | -2.1 | -4.0% | -6.2% | 35.3%[activator]
Cc1nn(C)c(C)c1S(=O)(=O)N1CCC(C(=O)NC2CCCc3ccccc32)CC1 (centres undefined) | 5.0% | 4.6% | 4.8% | ? | 10.5% | 0.1 | -4.4% | 2.7% | 19.0%
COc1ccccc1C(=O)NC(=O)COC(=O)CCNS(=O)(=O)c1ccccc1 | 2.8% | -1.0% | 4.7%[11.4 µM] | -8.7% | 0.4%[11.4 µM] | 2.9 | -6.8% | -3.1% | 24.5%
